Screens (PubChem)
ABCB6 inh MLPCN: inhibitors of human ABC transporter ABCB6; K562-ABCB6 porphyrin accumulation, flow cytometry, 1 h; active compounds read low; fluorescence ratio to DMSO, % at 10 µM; 0.19% of 360,000 active; AID 602162;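 active = fluorescence ratio to DMSO below 75%, the collection mean minus 3 SD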;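 note: signal is porphyrin accumulated inside mitochondria; 100% equals median channel fluorescence of DMSO control wells; lower ratio means ABCB6 inhibition with less porphyrin fluorescence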
NOD2 RIPK2 PPI: blocks binding of human NOD2 to RIPK2; inhibition, % at 4.98 µM; 0.38% of 360,000 active; CHO BLA complementation NOD2-RIPK2, CCF4 ratio; O43353; in the data active = inhibition above about 21%;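 note: 0% = vehicle only and 100% = reference blocker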
Target sequence (O43353 whole entry, looked up): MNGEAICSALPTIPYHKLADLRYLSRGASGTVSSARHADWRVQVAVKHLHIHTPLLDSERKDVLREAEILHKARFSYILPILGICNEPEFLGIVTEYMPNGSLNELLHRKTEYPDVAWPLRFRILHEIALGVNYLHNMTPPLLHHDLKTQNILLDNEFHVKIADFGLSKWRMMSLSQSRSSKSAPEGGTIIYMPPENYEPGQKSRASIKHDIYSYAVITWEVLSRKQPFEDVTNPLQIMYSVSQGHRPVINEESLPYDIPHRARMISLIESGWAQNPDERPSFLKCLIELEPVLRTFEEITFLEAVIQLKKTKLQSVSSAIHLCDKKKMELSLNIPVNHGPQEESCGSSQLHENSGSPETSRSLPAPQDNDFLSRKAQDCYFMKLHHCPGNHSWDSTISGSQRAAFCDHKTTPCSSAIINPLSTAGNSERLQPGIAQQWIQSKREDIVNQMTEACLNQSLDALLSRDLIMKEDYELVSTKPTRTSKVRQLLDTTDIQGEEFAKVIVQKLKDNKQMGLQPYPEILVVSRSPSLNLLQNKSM
Granule exo inh: lytic granule exocytosis inhibition | AID 651702 | 0.66% of 360,000 active | TALL-104 LAMP-1 surface exposure, flow cytometry; cells stimulated with thapsigargin and PMA | inhibition, % at 10 µM;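 active = inhibition above about 55%, limit read from the data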
MC4R ag barr: activates human MC4R beta-arrestin recruitment; activation, % at 8.9 µM; U2OS MC4R beta-arrestin complementation, luminescence; percent of melanotan II response, DMSO zero; AID 540308; P32245; 0.98% of 360,000 active;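 active = activation above a per-plate cutoff, the mean activation of sample wells on that plate plus 3 SD, cut at about 8% in these data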
Target sequence (P32245 whole entry, looked up): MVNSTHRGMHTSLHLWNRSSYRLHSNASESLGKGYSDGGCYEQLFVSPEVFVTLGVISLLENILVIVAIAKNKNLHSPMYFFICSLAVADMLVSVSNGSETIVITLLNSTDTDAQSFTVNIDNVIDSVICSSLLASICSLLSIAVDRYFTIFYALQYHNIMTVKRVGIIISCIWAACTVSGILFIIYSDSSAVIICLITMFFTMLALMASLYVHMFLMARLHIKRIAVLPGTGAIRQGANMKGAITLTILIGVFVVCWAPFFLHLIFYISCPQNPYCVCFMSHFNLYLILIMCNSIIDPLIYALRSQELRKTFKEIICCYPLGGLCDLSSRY
ABHD5-PLIN5 inh: blocks binding of human ABHD5 to perilipin-5. 0.78% of 360,000 active. Split G. princeps luciferase complementation, luminescence, 4 h. inhibition, % at 4 µM;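 active = inhibition above the mean inhibition across every tested compound plus 3 SD, cut at about 22% in these data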;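 note: 0% = DMSO only wells and the 100% control is not disclosed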
N-glyco inh: blocks N-linked glycosylation in D54 reporter cells; reporter increase, % at 12.5 µM; D54 ERlucT glycosylation luciferase reporter, 24 h; percent of 100 nM tunicamycin response; 0.23% of 360,000 active;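 active = mean luciferase reporter signal, scaled so untreated is 0 and the glycosylation-blocking control 100, at or above a set limit in every replicate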;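 note: luciferase carries N-glycosylation sites so blocking glycosylation raises the light; 0% = median of neutral control wells and 100% = median of 100 nM tunicamycin wells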
Vif inh: blocks HIV Vif function; HEK293T cells, Vif self-association by quenched fluorescence, imaging, 24 h; inhibition, % at 7.49 µM; 0.35% of 340,000 active; AID 602346; in the data active = inhibition above about 50%, passing the limit was not always enough; note: some results filed as inactive read as strong as hits
TLR9-MyD88 block: inhibitors of human TLR9-MyD88 binding; CHO BLA complementation TLR9-MyD88, CCF4 FRET ratio; AID 504734; inhibition, % at 4.98 µM; 0.21% of 340,000 active; Q9NR96+Q99836;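 active = inhibition above the mean over all tested compounds plus 3 SD, cut at about 21% in these data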;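 note: 0% = DMSO only wells and 100% = clavulanate BLA inhibitor control wells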
MC4R antagonist: human MC4R antagonism in cAMP assay; P32245; MC4R-expressing cells, MTII-stimulated cAMP, LANCE TR-FRET; inhibition, % at 6.5 µM; 0.48% of 360,000 active; AID 540295;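 active = inhibition above its plate's cutoff, the mean of tested wells on that plate plus 3 SD, cut at about 29% in these data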;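 note: 0% = Melanotan II alone and 100% = Melanotan II plus saturating MCL0020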
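Test system: U2OS cells stably expressing human melanocortin 4 receptor (MC4R); also added: Melanotan II challenge; compound: 6.5 µM single dose; timing: 30-min compound preincubation, 1-h Melanotan II challenge, 1-h detection, room temperature; signal: Eu-cAMP/anti-cAMP TR-FRET, emission 671 nm; repeats: one well per compound, no replicates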
aDG glyco act: increases alpha dystroglycan glycosylation | activation, % at 10 µM | AID 624168 | 0.22% of 360,000 active | Pro5-aDG cells, alpha-DG glycosylation AlphaScreen (IIH6); 0% Pro5, 100% B10-LARGE cell signal;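 active = activation of at least 8% versus controls, or a plate z-score of at least 8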;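 note: Pro5 are CHO cells carrying HIG-tagged alpha-DG that lacks glycosylation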
Starred values were filed as active, the others as inactive; · = no result given; & = joins results of further samples.

SMILES	ABCB6 inh MLPCN	NOD2 RIPK2 PPI	Granule exo inh	MC4R ag barr	ABHD5-PLIN5 inh	N-glyco inh	Vif inh	TLR9-MyD88 block	MC4R antagonist	aDG glyco act
CCOC(=O)c1cc(CC)sc1NC(=O)COc1ccc2c(C)cc(=O)oc2c1	96	2	7	-0.3	1	-2	3	-5	6	0.0
O=C(CSCc1ccccc1)NNc1c(F)c(F)cc(F)c1F	100	-5	-6	-1.5	9	-1	-21	-1	10	-0.1
O=C(CCn1nc(-c2ccc(Cl)cc2)ccc1=O)N1CCN(c2ccc(F)cc2)CC1	96	-3	10	-0.4	12	3	·	-6	-2	0.4
CC(=O)Nc1cc(-c2ccc(N(C)C)cc2)cn2c(-c3ccc(F)c(Cl)c3)cnc12	141	3	9	71*	6	-13	11	·	2	0.8
COc1ccc(-c2cc3nc(C)c(C)c(N4CCN(C(=O)c5ccoc5)CC4)n3n2)cc1	95	11	-8	-0.3	3	-3	-8	-1	4	0.1
COc1ccc(NC(=O)c2cc(C3CCCCN3C(=O)c3cc(OC)c(C)c(OC)c3)on2)c(C)c1 (configuration not stated)	92	-7	-1	-0.1	5	-3	17	·	16	0.8
Cc1nn(-c2ccc(C(=O)N3CCN(S(=O)(=O)c4ccccc4C(F)(F)F)CC3)cc2)c(C)c1Cl	99	-5	-4	-0.8	-8	2	-26	-7	0	0.8
O=C(O)CCCCC1CCSS1 (configuration not stated)	96	-9	-5	0.4	12	-1	-9	-3	1	-0.2
CC(=O)N1c2ccc(S(=O)(=O)NCC3CCC(C(=O)NC4CCC(C)CC4)CC3)cc2CC1C (configuration not stated)	100	0	0	-2.5	1	-3	-7	0	12	0.0
O=C(NCCC1=CCCCC1)C1CCCN(S(=O)(=O)c2ccc(F)cc2)C1 (configuration not stated)	99	1	10	0.0	0	-3	1	-2	2	0.0
NC(=O)c1cccc2c1-c1ccccc1/C2=N/NC(N)=S	91	-8	0	-1.5	2	4	-13	-5	-4	0.9
O=C(Nc1nnc(S(=O)(=O)N2CCOCC2)s1)c1ccccc1	97	-10	3	-1.0	2	1	·	3	11	-0.5
CCOC(=O)c1ccccc1NC(=O)Cn1cnc2c(cnn2C(C)(C)C)c1=O	97	0	-3	-1.4	-5	1	14	-8	-2	-0.1
O=[N+]([O-])c1ccc2nc(-c3ccccc3)[nH]c2c1	99	-6	-2	-1.0	3	-2	-2	-4	-3	-0.1
O=C(CSc1nnnn1-c1ccccc1)NCC1(N2CCOCC2)CCCCC1	114	-13	9	0.0	3	-3	-5	-8	4	0.1
CCN1C(=NCCOC)N[C@@H](c2ccccc2)[C@H](C(=O)OC)[C@H]1C	97	-13	-1	0.5	4	1	0	-1	-6	0.0
CC1(OC(=O)C2CCCC2)C(=O)C=C2C=C(c3ccsc3)N(Cc3ccc4c(c3)OCO4)C=C2C1=O (configuration not stated)	98	-7	-1	-1.1	-10	-1	·	7	2	1.0
CC(C)(C)[C@H]1C=C(C(=O)NCc2nc3ccccc3[nH]2)O[C@@H](OCCCCO)C1	99	3	-1	-0.4	-1	0	-2	-2	6	-0.1
CC(NC(=O)C1CCN(S(=O)(=O)c2cccs2)CC1)c1cccc(Cl)c1 (configuration not stated)	95	2	0	1.3	-3	-2	0	-1	5	0.1
S=c1[nH]nc2ccc3ccccc3n12	97	-7	-7	·	-4	1	·	·	·	-0.2
Cc1ccc(/C=N/NC(=O)Cn2nnc(N)n2)o1	98	-4	-4	0.8	-2	0	1	·	4	0.0
CCCCCCSc1ccc(-c2nc3cc(C)ccn3c2NC2CCCCC2)cc1	103&96	-3&11	2&3	-2.3	-3&-9	-4	14	1	12	1.8&0.2
CCc1ccc2[nH]cc(C(=O)OCCOC)c(=O)c2c1	90	-12	-1	-1.1	-1	-1	26	9	-2	-0.1
O=C(COC(=O)c1cccc(S(=O)(=O)N2CCCCC2)c1)NC1CCCCC1	100	-6	1	-2.9	10	0	-1	-2	13	-0.2
O=C(Cc1cccc2ccccc12)NNC(=O)c1ccc(Br)o1	96	4	-4	-1.3	-2	1	-2	2	5	0.0
CCN(C(=O)C1CSC2(C)CCC(=O)N12)c1nc2c(C)cccc2s1 (configuration not stated)	99	-2	0	3.0	4	1	4	1	0	0.1
Cc1cc(OCC(=O)Nc2ccncc2)cc(C)c1Cl	98	8	-7	2.4	-5	0	-5	-3	9	0.6
O=C(CSc1ccccc1)NCc1ccccn1	102	2	0	-2.1	-3	2	-4	-6	15	0.0
Cc1[nH]c2c(C)cccc2c1CCNC(=O)C1CCCCC1C(=O)OCC(F)(F)F (configuration not stated)	95	3	-1	-1.8	1	-1	-8	-6	2	0.1
COc1cccc(/C=C/C(=O)OCC(=O)N2c3ccccc3NC(=O)C2(C)C)c1	96	-3	2	2.2	-4	-1	1	0	-2	-0.1
Cc1ccc(/C=C/C(=O)CCC(=O)O)cc1	102	-7	1	-1.8	-4	-1	-5	5	3	-0.5
CCn1c(CCNC(=O)c2ccc(Cl)c(Cl)c2)nnc1SCCOc1ccc(OC)cc1	85	-5	-2	11*	-1	-1	-16	-1	12	0.1
Cc1ccc(NC(=O)CN2C(=O)S/C(=C/c3ccc(-c4cccc(C(=O)O)c4)o3)C2=O)cc1	94	-5	2	-1.9	0	-1	10	-2	8	-0.6
Cc1ccc(O)c(C(=O)c2cc(C#N)c(=O)n(Cc3ccccc3)c2)c1	107	-3	5	-0.8	-2	3	-2	1	1	1.1
CC(=O)c1ccc(NC(=O)CC(NCCC2=CCCCC2)C(=O)O)cc1 (configuration not stated)	94	-8	-3	-1.2	0	1	-3	5	1	-0.2
CCN1CCN(CC(O)COC(C)C)CC1 (configuration not stated)	101	-4	2	-1.0	2	-2	7	5	-2	0.0
CCOC(=O)CSc1nnc(CNC(=O)c2ccc([N+](=O)[O-])cc2)n1C	96	2	0	0.5	8	0	-2	-3	-3	0.0
O=C(NCCCN1CCCC1=O)C1CCN(S(=O)(=O)c2cccc(C(F)(F)F)c2)CC1	103	7	0	-1.1	4	-2	-1	-2	5	0.2
COc1ccc(Nc2cc(C)c3ccc(O)cc3n2)cc1	99	0	3	0.1	-2	-2	2	1	2	0.2
COc1ccccc1N1CCN(C(=O)COc2cccc(C)c2C)CC1	99	-1	-3	-0.9	7	1	-4	5	5	0.4

Ordered by molecular weight (rising): 3 of the compounds above.
SMILES	ABCB6 inh MLPCN	NOD2 RIPK2 PPI	Granule exo inh	MC4R ag barr	ABHD5-PLIN5 inh	N-glyco inh	Vif inh	TLR9-MyD88 block	MC4R antagonist	aDG glyco act
O=C(CSc1ccccc1)NCc1ccccn1	102	2	0	-2.1	-3	2	-4	-6	15	0.0
COc1cccc(/C=C/C(=O)OCC(=O)N2c3ccccc3NC(=O)C2(C)C)c1	96	-3	2	2.2	-4	-1	1	0	-2	-0.1
Cc1nn(-c2ccc(C(=O)N3CCN(S(=O)(=O)c4ccccc4C(F)(F)F)CC3)cc2)c(C)c1Cl	99	-5	-4	-0.8	-8	2	-26	-7	0	0.8

(next part)
SMILES	ABCB6 inh MLPCN	NOD2 RIPK2 PPI	Granule exo inh	MC4R ag barr	ABHD5-PLIN5 inh	N-glyco inh	Vif inh	TLR9-MyD88 block	MC4R antagonist	aDG glyco act
Cc1sc(N)c(C(=O)c2ccccc2)c1C	98	-9	0	-0.4	-21	-3	14	·	-8	-0.1
Cc1cc(C)cc(N2CC(C(=O)O)CC2=O)c1 (configuration not stated)	101	3	-3	-0.7	6	3	·	-16	7	0.2
CC(C)(C)c1ccc(S(=O)(=O)N2CCN(CC(=O)NC(=O)NC3CCCCC3)CC2)cc1	89	-15	-2	1.8	0	-3	37	-3	0	0.0
O=C(c1cc([N+](=O)[O-])ccc1N1CCOCC1)N1CCCCC1	89	6	1	-2.2	-5	2	1	5	2	0.0
COC(=O)c1ccccc1S(=O)(=O)N(Cc1ccco1)Cc1cc2cc(OC)ccc2[nH]c1=O	100	6	-2	-0.5	18	-3	2	0	16	0.3
O=C(O)[C@H]1CCC(=O)N1Cc1ccco1	97	-5	0	-1.7	1	1	1	-4	-8	0.1
O=C(NCCCc1ccccc1)c1cccc(Br)c1	99	-5	0	-2.3	-4	-2	-12	6	-6	0.0
CCOc1ccc(CCNC(=O)COC(=O)c2cccc(S(=O)(=O)N3CCCC3)c2)cc1OCC	97	2	-3	-2.1	3	-3	7	8	6	0.3
CCOc1ccc(Cl)cc1CN1CCOCC1	100	6	0	-0.5	1	1	-1	-6	0	-0.1
Cc1c(CCOC(=O)C23CC4CC(CC(C4)C2)C3)sc[n+]1CC#N	101	-5	3	-2.2	-11	-3	0	-12	16	2.1
CCN1CCN(c2ccc(N3CCN(S(=O)(=O)c4cc([N+](=O)[O-])ccc4C)CC3)nn2)CC1	102	14	-4	-2.4	0	-2	1	-3	3	0.4
COc1ccc(CN2CC(C(=O)NCCCN3CCOCC3)CC2=O)cc1 (configuration not stated)	117	-6	0	0.1	1	-1	0	0	10	0.0
COC(=O)CSCC(=O)Nc1nnc(-c2ccccc2C)s1	101	-14	-2	-1.2	-4	-1	·	2	-1	0.2
COc1ccc(CNC(=O)C2CCC(=O)N(CC3CCCCC3)C2)cc1 (configuration not stated)	100	3	2	-2.9	0	0	0	7	-7	-0.3
Cc1cc(=O)oc2cc(OCC(=O)Nc3ccc(CN4CCOCC4)cc3)c(Cl)cc12	96	-12	2	3.7	3	-1	2	-3	1	-0.1
CCOC(=O)N1N=C(c2ccc(OC)cc2)CC1(O)C(F)(F)F (configuration not stated)	94	-12	-13	-0.8	-3	-16	-18	-2	-1	0.2
CCCCCn1c(N)c(-c2nc3ccccc3o2)c2c([N+](=O)[O-])nn(C)c(=O)c21	95	-10	1	-2.5	-2	-1	-3	-5	-2	0.0
CCN(CC)CCOC(=O)c1ccc(NC(=O)/C=C/c2cccs2)cc1	102	3	5	-0.7	-6	-5	5	-8	-4	0.3
CC1CCN(S(=O)(=O)c2cccc(C(N)=O)c2)CC1	98	-8	2	-1.5	0	1	-10	4	6	0.4
CCCNS(=O)(=O)c1ccc(Oc2ncc(C(F)(F)F)cc2Cl)cc1	96	-5	-2	2.2	-11	-9	-9	-7	3	0.3
O=C(Nc1ccnn1C1CCN(C(=O)c2cccnc2)CC1)c1cccc(F)c1	100	-5	-4	-0.1	4	-1	19	-1	1	-0.2
Cc1cc(C)nc(SCc2cnc(C)nc2N)n1	96	3	-1	-2.1	-1	2	12	-6	-5	-0.1
COCCCN(C(=S)NC(=O)C12CC3CC(CC(C3)C1)C2)c1c(N)n(Cc2ccccc2)c(=O)[nH]c1=O	101	-5	-4	-0.1	4	-2	5	-22	5	-0.4
COc1cc(C(=S)N2CCOCC2)cc(OC)c1OC(=O)c1cc([N+](=O)[O-])c(C)c([N+](=O)[O-])c1	102	1	0	-1.9	7	1	5	-7	9	-0.1
Cc1c(C)n2c(SCC(=O)Nc3cccc4ccccc34)nnc2[nH]c1=O	96	-8	-8	-1.0	0	-1	8	6	1	0.2
COc1cc(CNC(=O)OCC(C)C)cc(OC)c1OC	94	-5	4	1.6	-2	1	-14	-7	5	0.1
COc1ccc(C(=O)NCc2nnc(SCC(=O)Nc3ccccc3F)o2)cc1	106	-10	-8	1.8	-5	0	-14	-11	8	0.1

This is a subset. The share of hits here may be higher or lower than overall.
